Rpn11 block – inhibitors of human proteasome Rpn11; O00487; human 26S proteasome, Ub4-pepOG fluorescence polarization; 20S core pre-blocked with epoxomicin; calls only at 20 µM; actives 0.59% (n = 360,000); AID 588493;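 active = inhibition at 20 µM, scaled to each plate's controls, above about 33%, limit read from the data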
LMPTP block – LMPTP (human) inhibition; P24666; actives 0.22% (n = 360,000); inhibition, % at 20 µM; AID 651560; recombinant LMPTP-A, OMFP fluorogenic substrate, fluorescence intensity;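 active = compounds that cut the enzyme signal by at least half of the control window in the single-dose screen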;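 note: plate controls were DMSO wells with enzyme plus substrate for no effect and substrate without enzyme for full effect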
Target sequence (P24666 whole entry, looked up): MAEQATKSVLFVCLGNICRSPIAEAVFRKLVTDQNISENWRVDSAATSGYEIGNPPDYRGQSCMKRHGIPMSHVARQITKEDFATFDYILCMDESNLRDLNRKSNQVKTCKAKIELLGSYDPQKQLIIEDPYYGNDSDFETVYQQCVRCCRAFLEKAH
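test system = LMPTP-A | amount = 0.625 nM LMPTP-A final | reagent = fluorogenic phosphatase substrate OMFP at 400 µM final | incubation = 50 min at room temperature | benchmarks = no-enzyme low control, uninhibited high control | medium = Bis-Tris pH 6.0, DTT, detergent | signal = fluorescence intensity of OMFP turnover product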
CSN deneddyl inh – CSN deneddylation inhibition. AID 651999. inhibition, % at 12.5 µM. actives 0.38% (n = 360,000). Purified CSN, SCF-Nedd8-OG deneddylation, fluorescence polarization. Q92905;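 active = pattern-corrected inhibition above about 35%, with an unprinted fluorescence ratio check between 0.5 and 1.5, limit read from the data, passing the limit was not always enough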;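 note: 0% = enzyme with substrate and 100% = substrate without enzyme; some results filed as inactive read as strong as hits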
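Detection – fluorescence polarization · System – HEK293T-derived human Csn5 enzyme · Controls – substrate-only high control, full reaction low control · Timing – 90 min, room temperature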
STEP inh – STEP (human) phosphatase inhibition. P54829. recombinant STEP, OMFP fluorogenic substrate, fluorescence. inhibition, % at 20 µM. actives 0.25% (n = 360,000). AID 588621;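 active = inhibition at 20 µM, scaled per plate between control wells, above about 37%, limit read from the data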;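 note: 0% = DMSO with enzyme and substrate and 100% = substrate only without enzyme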
Target sequence (P54829 whole entry, looked up): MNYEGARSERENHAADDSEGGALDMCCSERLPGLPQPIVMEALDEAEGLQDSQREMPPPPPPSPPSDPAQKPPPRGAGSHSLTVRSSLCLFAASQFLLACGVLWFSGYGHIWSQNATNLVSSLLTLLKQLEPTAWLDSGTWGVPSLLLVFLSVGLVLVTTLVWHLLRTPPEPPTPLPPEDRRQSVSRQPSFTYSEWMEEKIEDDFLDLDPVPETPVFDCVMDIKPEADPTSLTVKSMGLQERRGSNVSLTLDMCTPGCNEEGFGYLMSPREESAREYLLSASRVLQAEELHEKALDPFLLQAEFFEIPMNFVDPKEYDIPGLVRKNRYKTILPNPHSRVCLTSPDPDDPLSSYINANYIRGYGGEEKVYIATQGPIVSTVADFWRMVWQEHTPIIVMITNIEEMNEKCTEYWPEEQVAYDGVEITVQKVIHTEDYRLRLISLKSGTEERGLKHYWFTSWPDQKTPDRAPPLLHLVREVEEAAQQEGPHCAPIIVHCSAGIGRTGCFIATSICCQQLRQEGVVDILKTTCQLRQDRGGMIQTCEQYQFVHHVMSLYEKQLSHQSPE
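Also added – OMFP at 25 µM · Test system – STEP tyrosine phosphatase · Technique – FITC-channel fluorescence of OMFP product · Schedule – 20 min at room temperature, dark · Evaluation – control-normalized % inhibition with plate pattern correction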
Scp-1 inhibitor – blocks human Scp-1 phosphatase activity. Recombinant Scp1, phosphopeptide, malachite green phosphate absorbance. inhibition, % at 20 µM. actives 0.88% (n = 340,000). Q9GZU7;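 active = inhibition above about 50% at 20 µM, limit read from the data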;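 note: plate controls were DMSO wells with enzyme for no effect and wells lacking enzyme for full effect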
Target sequence (Q9GZU7 76-261 limits assumed): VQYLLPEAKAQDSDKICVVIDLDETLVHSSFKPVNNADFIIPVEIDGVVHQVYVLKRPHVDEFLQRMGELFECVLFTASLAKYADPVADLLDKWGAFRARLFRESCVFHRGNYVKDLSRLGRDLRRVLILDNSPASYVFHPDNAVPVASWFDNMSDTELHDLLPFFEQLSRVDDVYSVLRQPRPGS
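System: truncated SCP-1 phosphatase (76-261aa); medium: Tris acetate buffer pH 5.5 with MgCl2 and Tween-20; incubation: 45 min room-temperature reaction, 5 min colour, 30 min stabiliser; compound: single 20 µM dose, 1% DMSO; reagent: Phosphorylated 17-residue peptide substrate; read-out: % inhibition at 20 µM; technique: colorimetric free-phosphate detection, absorbance 630 nm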
DNMT1 inh – inhibitors of human DNMT1. DNMT1 molecular beacon, Hinp1I cleavage, fluorescence. inhibition (reported as % activation of signal), % at 10 µM. actives 0.83% (n = 360,000). AID 588458; in the data active = inhibition above about 50%
NadD inh – inhibitors of Staphylococcus aureus NadD; purified NadD enzyme, colorimetric absorbance read-out; inhibition, % at 20 µM; actives 0.78% (n = 360,000); in the data active = inhibition above about 26%; note: some compounds past the cut are filed as inactive
Neddylation inh – inhibitors of human cullin neddylation | P61081+Q13564 | TR-FRET cullin neddylation, biochemical | calls only at 25 µM | actives 0.58% (n = 360,000); in the data active = inhibition above about 36%
SUMO1 PPI mod – alters human SUMO1 binding to SIM partners; P63165; actives 0.33% (n = 360,000); AID 602429; inhibition, % at 20 µM; SUMO1 binding to a labelled peptide, TR-FRET, 1 h; in the data active = inhibition above about 37%
Target sequence (P63165 whole entry, looked up): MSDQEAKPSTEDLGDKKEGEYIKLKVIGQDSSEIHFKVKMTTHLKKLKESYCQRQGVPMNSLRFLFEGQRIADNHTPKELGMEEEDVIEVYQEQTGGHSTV
Rin1-Abl PPI inh – inhibitors of human Rin1-Abl protein interaction; P00519+Q13671; actives 0.4% (n = 360,000); inhibition, % at 7.35 µM; TR-FRET Rin1/Abl binding, biochemical; AID 588664; in the data active = inhibition above about 5%, passing the limit was not always enough
The depositor's hits bear a star; i = inactive; . = not tested or not shown; + = active, no number.

SMILES	Rpn11 block	LMPTP block	CSN deneddyl inh	STEP inh	Scp-1 inhibitor	DNMT1 inh	NadD inh	Neddylation inh	SUMO1 PPI mod	Rin1-Abl PPI inh
COc1ccc(NC(=O)C2CCCN2C(=O)NCc2ccccc2)cc1OC (stereo not drawn)	i	-1.4	0	1	-3	1	0	i	1	1
C[C@H](CO)N1C[C@H](C)[C@@H](CN(C)C(=O)Nc2ccccc2)Oc2ccc(NC(=O)c3ccncc3)cc2C1=O	i	0.2	1	1	75*	11	8	i	-3	-1
Cc1ccc(OC(=O)C(F)(F)F)c2c1NCCC2	i	-0.6	0	1	41	2	0	i	-1	0
CC1CCCCN1C(=O)Cn1cc(C=O)c2ccccc21 (stereo not drawn)	i	-1.4	1	-3	-4	4	5	i	1	2
Cc1ccc(S(=O)(=O)N2CCOC23CCN(C(=O)c2ccccc2Br)CC3)cc1	i	-0.9	-1	0	-7	1	0	i	4	-1
O=C(CN1CCSC1=O)N1CCN(S(=O)(=O)c2ccccc2)CC1	i	-1.6	1	0	5	0	3	i	2	5
O=C(O)c1sccc1SCc1ccc(Cl)cc1Cl	i	0.5	-2	7	-14	-4	-5	i	3	0
CCOC(=O)CSc1nc2cc(C(F)(F)F)cnc2n1C	i	-0.6	-1	-3	-14	2	-2	i	16	-3
CN(Cc1cc(-c2ccccc2)on1)C(=O)c1cc(COc2c(F)cccc2F)on1	i	3.0	3	0	-17	-3	-8	i	-1	-2
COc1ccc(C(=O)NCC(c2ccco2)N2CCOCC2)cc1 (stereo not drawn)	i	-1.3	5	-6	.	2	-1	i	11	2
O=C(NCCN1CCC(n2c(=O)[nH]c3ccccc32)CC1)c1ccccc1Cl	.	5.7	-7	.	.	.	2	i	6	.
CC(C)(C)NC(=O)CN(Cc1cccs1)C(=O)CNS(=O)(=O)c1ccc(F)cc1	i	0.6	-4	-2	2	-1	3	i	-2	2
Cc1ccc(CNC(=O)[C@@H]2CCC(=O)N2Cc2ccco2)cc1	i	-0.8	0	-3	0	1	2	i	-1	-5
COc1cc(C(=O)NCCOc2ccccc2)c(Br)c(OC)c1OC	i	0.1	0	4	-6	0	-6	i	-3	1
CC(=O)CCC(=O)c1ccc2ccccc2c1	i	0.1	-1	-3	-8	1	-5	i	-10	4
CC1CCN(C(=O)c2cc(-c3ccco3)on2)CC1	i	-0.7	5	-2	-5	-1	0	i	0	0
Cc1ccc(OCC(=O)NCCCNC(=O)c2ccccn2)cc1	i	-0.2	-2	0	-1	2	4	i	8	-1
Cc1nc2ccc(Cl)cc2nc(C)/c1=N\O	.	-0.8	1	1	6	-14	-2	i	-9	-7
O=C(CCc1c[nH]c2ccccc12)NCCOc1ccccc1	i	-5.2	-1	-3	-4	-4	2	i	-2	1
CCOP(=O)(c1ccccc1)c1nc(-c2ccccc2C)oc1NCc1ccccc1 (stereo not drawn)	i	4.9	2	2	-3	2	6	i	5	-1
O=C(c1ccc(Cl)s1)N1CCN(c2ncccn2)CC1	i	1.2	0	-3	-7	-3	-6	i	0	-1
O=C(Nc1sc2c(c1C(=O)c1ccc(Cl)cc1)CCCC2)c1cccnc1	i	3.4	0	4	0	-7	13	i	-6	1
CC(C)(C)OC(=O)NCCCCCc1cn(CC(=O)NCCCCCCCCCCC(=O)N2CCN(C(=O)OC(C)(C)C)CC2)nn1	i	0.6	8	-4	61*	33	9	i	14	4
CCOC(=O)c1c(C)[nH]c(O)c1C=Nc1ccc(Cl)cc1	+	0.8	-4	2	-5	-9	16	i	-12	-1
CCOC(=O)C1=CC[C@H]2c3c(c4ccccc4n3C)C(=O)C1N2Cc1ccccc1	i	0.2	0	-1	-5	4	3	i	1	3

Part of the list above, reformatted.
Values run as follows: Rpn11 block | LMPTP block | CSN deneddyl inh | STEP inh | Scp-1 inhibitor | DNMT1 inh | NadD inh | Neddylation inh | SUMO1 PPI mod | Rin1-Abl PPI inh
COc1cc(C(=O)NCCOc2ccccc2)c(Br)c(OC)c1OC
  i | 0.1 | 0 | 4 | -6 | 0 | -6 | i | -3 | 1
Cc1ccc(OC(=O)C(F)(F)F)c2c1NCCC2
  i | -0.6 | 0 | 1 | 41 | 2 | 0 | i | -1 | 0

Whole records from above.
`O=C(Nc1sc2c(c1C(=O)c1ccc(Cl)cc1)CCCC2)c1cccnc1` is listed with Rpn11 block = i; LMPTP block = 3.4; CSN deneddyl inh = 0; STEP inh = 4; Scp-1 inhibitor = 0; DNMT1 inh = -7; NadD inh = 13; Neddylation inh = i; SUMO1 PPI mod = -6; Rin1-Abl PPI inh = 1
`CC(C)(C)NC(=O)CN(Cc1cccs1)C(=O)CNS(=O)(=O)c1ccc(F)cc1` is listed with Rpn11 block = i; LMPTP block = 0.6; CSN deneddyl inh = -4; STEP inh = -2; Scp-1 inhibitor = 2; DNMT1 inh = -1; NadD inh = 3; Neddylation inh = i; SUMO1 PPI mod = -2; Rin1-Abl PPI inh = 2
`CCOC(=O)C1=CC[C@H]2c3c(c4ccccc4n3C)C(=O)C1N2Cc1ccccc1` is listed with Rpn11 block = i; LMPTP block = 0.2; CSN deneddyl inh = 0; STEP inh = -1; Scp-1 inhibitor = -5; DNMT1 inh = 4; NadD inh = 3; Neddylation inh = i; SUMO1 PPI mod = 1; Rin1-Abl PPI inh = 3

Back to the main list; the 2 compounds before the break are reprinted first.
SMILES	Rpn11 block	LMPTP block	CSN deneddyl inh	STEP inh	Scp-1 inhibitor	DNMT1 inh	NadD inh	Neddylation inh	SUMO1 PPI mod	Rin1-Abl PPI inh
CCOC(=O)c1c(C)[nH]c(O)c1C=Nc1ccc(Cl)cc1	+	0.8	-4	2	-5	-9	16	i	-12	-1
CCOC(=O)C1=CC[C@H]2c3c(c4ccccc4n3C)C(=O)C1N2Cc1ccccc1	i	0.2	0	-1	-5	4	3	i	1	3
CCN1C(=O)CC(C(C)C)N(C2CCCC2)c2nc(Nc3ccc(C(=O)NC4CCN(C)CC4)cc3OC)ncc21 (stereo not drawn)	i	-5.6	5	22	-1	-3	-6	.	-8	0
C=CCN=C(C)C1=C(O)CCC1=O	i	1.1	1	0	3	-1	-1	i	0	2
COc1ccc(OCCOC(=O)c2ccc(F)c(S(=O)(=O)N3CCOCC3)c2)cc1	i	-0.1	-4	-1	-5	0	-9	i	-1	3
CC1CCN(C(=O)c2ccc(NS(=O)(=O)c3cccc4cccnc34)cc2)CC1	i	3.8	-3	-4	-1	3	-1	i	3	-3
CCOc1ccccc1OCCCNCc1ccco1	i	-0.1	1	-1	-4	2	-4	i	5	0
CN(CCOc1ccc(Cl)cc1)C(=O)CN1C(=O)NC2(CCCC2)C1=O	i	-1.0	-1	2	-1	-1	-5	i	1	-3
N#Cc1ccc(C2N=C(c3ccccc3)NO2)cc1 (stereo not drawn)	i	5.4	1	11	-5	1	-2	i	4	2
CCCCn1c(SCc2nc(N)nc(N3CCCCC3)n2)nc2c1c(=O)n(C)c(=O)n2C	i	-0.4	4	-3	-4	-8	-5	i	2	-3
COC(=O)[C@]12CCCCC=C1N(Cc1cccc3ccccc13)C(=O)[C@H](CC(=O)NCCCN1CCCC1=O)C2	.	0.5	-3	.	.	.	6	i	5	.
O=C(c1ccc(C(F)(F)F)cc1)N1CCCCC1	i	0.9	-10	1	-7	2	4	i	1	2
COc1ccc(N2C(=O)CCC(C(=O)N(C)CCc3ccccn3)C2c2ccc(OC)c(OC)c2)cc1 (stereo not drawn)	i	-2.0	-9	-1	-4	-3	-5	i	-1	6
Cc1ccc(-c2nc(-c3ccncc3)no2)cc1C	i	0.5	1	0	-2	4	-5	i	3	-1
O=C(COc1ccc2ccccc2c1)NNC(=O)c1ccccc1	i	0.9	8	0	2	-1	-12	i	10	2
CCOC(=O)N1CCC(n2c(SCC(=O)NCc3ccco3)nc3ccsc3c2=O)CC1	i	-0.1	3	-5	2	0	-4	i	-1	4
CCC(C)[C@H](NC(=O)N1CC(=O)Nc2ccccc21)C(=O)N[C@@H](Cc1c[nH]c2ccccc12)C(=O)O (stereo partly drawn)	i	1.5	4	-4	1	-1	7	i	6	-7
Cc1occc(=O)c1OC(=O)Nc1ccc(Cl)c(Cl)c1	+	3.8	-13	0	-13	-4	-1	i	1	1
COc1cccc(-c2ccc(C#N)c(SCC(=O)NCCc3ccccc3)n2)c1	i	-0.9	-9	-4	-12	4	-5	i	-6	-4
COC1C=COC2(C)Oc3c(C)c(O)c4c(O)c(c(CN5CCN(C)CC5)c(O)c4c3C2=O)NC(=O)C(C)=CC=CC(C)C(O)C(C)C(O)C(C)C(OC(C)=O)C1C (stereo not drawn)	i	2.1	-6	2	7	-7	18	i	-38	2
COc1ccc(C(=O)N/C(=C/c2cccnc2)C(=O)NCc2ccco2)cc1OC	i	-1.7	-4	0	-3	0	-7	i	-3	-1
CCOc1cc(S(=O)(=O)NCc2ccncc2)ccc1Cl	i	-0.2	-6	0	-2	-2	-5	i	-1	-3
c1ccc(OCc2noc(CN3CCC(C4CCCCC4)C3)n2)cc1 (stereo not drawn)	i	1.6	2	0	1	4	-4	i	5	-1
CCN(CC)CCCOc1nc(C)nc2c1oc1ccccc12	i	-1.0	8	-3	-7	16	0	i	-1	-4
CCCCN1C(=O)NC(NC(C)=O)(C(F)(F)F)C1=O (stereo not drawn)	i	-0.6	5	-3	-4	2	-1	i	0	-2
CN(C(=O)c1ccc(Br)o1)C1CCCCC1	i	0.8	-2	-2	-5	30	-1	i	2	0

5 entries out of the list above, arranged by their value in DNMT1 inh, ascending:
compound	Rpn11 block	LMPTP block	CSN deneddyl inh	Scp-1 inhibitor	DNMT1 inh	NadD inh	Neddylation inh	SUMO1 PPI mod	Rin1-Abl PPI inh
COC1C=COC2(C)Oc3c(C)c(O)c4c(O)c(c(CN5CCN(C)CC5)c(O)c4c3C2=O)NC(=O)C(C)=CC=CC(C)C(O)C(C)C(O)C(C)C(OC(C)=O)C1C (stereo not drawn)	i	2.1	-6	7	-7	18	i	-38	2
COc1ccc(N2C(=O)CCC(C(=O)N(C)CCc3ccccn3)C2c2ccc(OC)c(OC)c2)cc1 (stereo not drawn)	i	-2.0	-9	-4	-3	-5	i	-1	6
O=C(COc1ccc2ccccc2c1)NNC(=O)c1ccccc1	i	0.9	8	2	-1	-12	i	10	2
CC1CCN(C(=O)c2ccc(NS(=O)(=O)c3cccc4cccnc34)cc2)CC1	i	3.8	-3	-1	3	-1	i	3	-3
COc1cccc(-c2ccc(C#N)c(SCC(=O)NCCc3ccccc3)n2)c1	i	-0.9	-9	-12	4	-5	i	-6	-4
